Anesthetic bind: qHTS Assay for Identification of Novel General Anesthetics. Ferritin light chain (Equus caballus), P02791. apoferritin/1-aminoanthracene competitive binding, fluorescence. Potency, µM (doses to about 77.5 µM), for the others: at the highest dose activity change, negative = displacement, most hits filed as inhibitors. 350,000 tested, 0.074% active. AID 485281, 2010; further: potency means the concentration at half of the fitted maximal effect; on the % scale 0 is the no-effect control and ±100 the full control effect; nearly all actives have a fitted effect of over 20% in size
Target sequence (P02791 2-175 limits assumed): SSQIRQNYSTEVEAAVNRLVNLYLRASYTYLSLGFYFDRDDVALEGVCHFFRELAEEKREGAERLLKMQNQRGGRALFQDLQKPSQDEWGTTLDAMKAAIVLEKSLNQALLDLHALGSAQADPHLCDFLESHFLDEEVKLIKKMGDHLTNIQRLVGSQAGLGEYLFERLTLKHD
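Read-out: endpoint 1-AMA fluorescence, excitation 380 nm and emission 535 nm, after compounds sit 10 min at room temperature with 10 uM horse-spleen apoferritin in 50% saturated 1-AMA/PBS. Values come from four-parameter Hill fits.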
RGS4 inhibitor: Inhibitors of Regulator of G Protein Signaling (RGS) 4: qHTS; Regulator of G-protein signaling 4 (Homo sapiens), P49798; Transcreener GDP fluorescence polarization, RGS4-accelerated GTP hydrolysis; Potency, µM (highest dose often 114 µM), without a hit: at the highest dose activity change, negative = inhibition, hits mostly inhibitors; 390,000 tested, 0.039% active; further: potency means the concentration at half of the fitted maximal effect; on the % scale 0 is the no-effect control and ±100 the full control effect; nearly all actives have a fitted effect of over 75% in size; some results filed as inactive show a strong effect at the top dose
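MLSMR compounds (23 nl, pin-transferred) preincubated 10 min at room temperature with a 500nM (2x) first reagent, then RGS4 at 900nM (2x) plus Transcreener GDP mix added; fluorescence polarization (620/688 nm) read before and after 90 min at 30 °C.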
ALOX12 inh: Primary qHTS assay for inhibitors of human arachidonate 12S-lipoxygenase (ALOX12): Round 2; Polyunsaturated fatty acid lipoxygenase ALOX12 (Homo sapiens), P18054; purified 12hLO, xylenol orange hydroperoxide absorbance; Potency, µM (titrated, usually from 108 µM), for inactives: at the top dose activity change, negative = inhibition, actives largely listed as inhibitors; 580,000 tested, 1.1% active; AID 1671190, 2021; further: potency means the concentration at half of the fitted maximal effect; on the % scale 0 is the no-effect control and ±100 the full control effect
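Purified human 12hLO (150 nM final) in 25 mM Hepes, 0.01% Triton X-100, pH 7.0 was preincubated 15 min at room temperature with compound. Then 40 uM arachidonic acid was added, 30 min. Hydroperoxide was read by Fe-XO absorbance ratio 573/405 nm.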
POLB inh: qHTS Assay for Inhibitors of DNA Polymerase Beta; P06746; Pol beta primer extension/strand displacement, fluorescence kinetic; Potency, µM (titrated, usually from 114 µM), inactives show top-dose activity change, negative = inhibition, hits mostly inhibitors; 340,000 tested, 1.3% active; AID 485314, 2010; further: potency means the concentration at half of the fitted maximal effect; on the % scale 0 is the no-effect control and ±100 the full control effect
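Values derive from four-parameter Hill fits of normalized kinetic data: reads at 0 and 10 min following addition of 50 nM substrate to 10 nM Pol beta preincubated 15 min with compound.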
ERG-DNA inh: qHTS for Small Molecule Inhibitors of the ERG Ets/DNA interaction | AID 624246, 2012 | Transcriptional regulator ERG (Homo sapiens), P11308 | fluorescence polarization, His-ERG Ets domain / labelled DNA | Potency, µM (series often up to 76.9 µM), for the others: at the top dose FP activity, negative = inhibition, actives largely listed as inhibitors | 370,000 tested, 0.028% active; active means well fitted inhibition curve with a large enough effect in the polarisation, with a control signal flat; inconclusive means small, poorly fitted or top-dose-only effect, or effect the other way, or a change in a side signal; inactive means no such curve, though single readings can be large or run the other way; the % refers to the polarisation;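 further: polarization taken with two DNA probes labelled with fluorescein and Texas red; potency means the concentration at half of the fitted maximal effect; % of control where 0% means no effect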
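His-tagged ERG Ets domain (1 uM in the protein solution; 300mM KCl, 50mM Tris-HCl, 1mM EDTA, 1mM DTT, pH 7.5) received compound, then a probe mix of 5 nM fluorescein-DNA and 100nM Texas-615-DNA. Fluorescence polarization was read for both dyes.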
LDHA inh: qHTS assay for inhibitors of human lactate dehydrogenase; purified LDHA, NADH/diaphorase-resazurin fluorescence; hits give low values; 480,000 tested, 0.15% active; activity change, % (values are at about 110 or 230 µM); in the data active means activity change below about -30%; inconclusive means mostly about -25% to -30%;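 further: plate controls were DMSO wells for no effect and wells without enzyme for full effect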
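Human LDH5 at 2 nM final in Tris HCl pH 7.4 with 0.06 mM NADH and 0.2 mM pyruvate, reacted 5 minutes at room temperature. Remaining NADH coupled via diaphorase/resazurin; resorufin fluorescence read at 0 and 20 minutes, normalized to enzyme-free and DMSO wells.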
Pol kappa inh: qHTS for Inhibitors of Polymerase Kappa; DNA polymerase kappa (Homo sapiens), Q9UBT6; purified Pol kappa, fluorescent DNA synthesis assay, 10 min; Potency, µM (doses to about 107 µM), without a hit: top-dose activity, negative = inhibition, usual class: inhibitors; 400,000 tested, 0.53% active; AID 588579, 2011; further: potency means the concentration at half of the fitted maximal effect; on the % scale 0 is the no-effect control and ±100 the full control effect
Target sequence (Q9UBT6 whole entry, looked up): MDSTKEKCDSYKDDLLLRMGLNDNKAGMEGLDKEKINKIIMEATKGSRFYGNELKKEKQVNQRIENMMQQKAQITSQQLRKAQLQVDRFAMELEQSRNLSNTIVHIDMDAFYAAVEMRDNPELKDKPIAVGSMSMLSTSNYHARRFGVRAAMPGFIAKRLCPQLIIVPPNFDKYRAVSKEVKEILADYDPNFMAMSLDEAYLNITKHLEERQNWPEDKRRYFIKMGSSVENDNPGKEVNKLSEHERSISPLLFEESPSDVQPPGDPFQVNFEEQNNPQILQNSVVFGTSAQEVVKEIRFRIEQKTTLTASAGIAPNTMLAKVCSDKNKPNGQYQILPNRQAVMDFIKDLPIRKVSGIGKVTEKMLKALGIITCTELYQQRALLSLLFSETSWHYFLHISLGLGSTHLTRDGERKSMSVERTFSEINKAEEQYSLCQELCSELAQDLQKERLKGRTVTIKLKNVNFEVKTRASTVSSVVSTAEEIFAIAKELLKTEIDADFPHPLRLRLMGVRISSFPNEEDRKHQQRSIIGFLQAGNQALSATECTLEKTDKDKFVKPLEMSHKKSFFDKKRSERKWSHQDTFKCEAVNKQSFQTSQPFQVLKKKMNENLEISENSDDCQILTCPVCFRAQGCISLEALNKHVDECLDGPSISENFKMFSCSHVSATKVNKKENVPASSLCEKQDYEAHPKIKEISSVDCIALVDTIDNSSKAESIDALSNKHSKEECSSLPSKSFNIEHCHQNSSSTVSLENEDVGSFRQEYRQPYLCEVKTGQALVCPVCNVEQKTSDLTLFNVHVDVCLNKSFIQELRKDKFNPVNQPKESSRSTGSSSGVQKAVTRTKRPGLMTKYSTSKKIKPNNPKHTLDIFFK
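First, compounds were pin-transferred onto 10 nM Pol kappa. After 15 min at room temperature, substrate was added to 50 nM final. Fluorescence was then measured kinetically at 0 and 10 min.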
APEX1 inh: qHTS Assay for Inhibitors of the Human Apurinic/apyrimidinic Endonuclease 1 (APE1); DNA repair nuclease/redox regulator APEX1 (Homo sapiens), P27695; recombinant APE1, TAMRA/BHQ-2 abasic DNA cleavage fluorescence; Potency, µM (top dose mostly 65.8 µM), for inactives: at the highest dose activity change, negative = inhibition, most hits filed as inhibitors; 350,000 tested, 0.35% active; AID 2517, 2012;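 further: potency means the concentration at half of the fitted maximal effect; plate controls were vehicle for no effect and reference inhibitor for full effect; nearly all actives have a fitted effect of over 55% in size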
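Measures dequenching upon AP-site incision of a 5'-TAMRA/3'-BHQ-2 THF-containing duplex, 50 nM; human APE1 0.75 nM after 15 min room-temperature exposure to compound; kinetic three-point read at one-minute spacing.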
Pol eta inh: qHTS for Inhibitors of Polymerase Eta. Potency, µM (doses to about 114 µM), inactives show top-dose activity change, negative = inhibition, most hits filed as inhibitors. 390,000 tested, 1.2% active. DNA polymerase eta (Homo sapiens), Q9Y253. AID 588591, 2011. recombinant Pol eta, fluorescent DNA replication assay; further: potency means the concentration at half of the fitted maximal effect; on the % scale 0 is the no-effect control and ±100 the full control effect
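Pol eta (10 nM) was preincubated with compounds for 15 min at room temperature, after which fluorescent replication substrate (50 nM final) was added to start the reaction. Fluorescence was read kinetically at 0 and 10 min.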
* hit, by the source's call; i = inactive; ? = inconclusive; / = not tested or not shown; & = joins results of further samples; [ ] = dose if it differs, or a comment. Unless noted, the call rests on the fitted dose curve; in most records, active means well fitted curve in the direction sought with a large enough effect; inconclusive means small, poorly fitted or top-dose-only effect, or another doubt; inactive means no such curve, though single readings can be large; an effect the other way counts as inactive or inconclusive.

SMILES	Anesthetic bind	RGS4 inhibitor	ALOX12 inh	POLB inh	ERG-DNA inh	LDHA inh	Pol kappa inh	APEX1 inh	Pol eta inh
Cc1ccccc1NC(=S)NC(NC(=O)CF)C(Cl)(Cl)Cl (stereo not given)	-4%	-33%	-28%	8%	13%	-4	-1%	2%	-11%
CC(C)(O)[C@@H]1[C@H]2OC(=O)[C@@H]1[C@]1(O)C[C@H]3O[C@]34C(=O)O[C@H]2[C@@]14C (tested in a mixture with another compound)	/	i	0%	/	/	/	-8%[19.4 µM]	5%	/
N#Cc1ccccc1Cn1cc(C(=O)c2cccs2)c2ccccc21	?	?	0%[57.4 µM]	-1%	1%	-3	5%	-6%	0%
COc1ccc(CC(C)NCCC(c2ccccc2)c2ccccc2)cc1 (stereo not given)	-22%	-11%	?	-26%	9%	0	-6%	24%	-11%
N#Cc1c(/N=C/c2c(O)n(Cc3ccco3)c(=O)[nH]c2=O)sc2c1CCCC2	?	?	-26%	32µM*	0%	9	22µM*	?	14µM*
Cc1cccc(N2C(=O)NC(=O)/C(=C\c3cnn(-c4ccccc4)c3)C2=O)c1	?	?	?	40µM*	4%	-9	-6%	0%	20µM*
COc1ccc(Cn2c(N)c(C(=O)NCc3ccco3)c3nc4ccccc4nc32)cc1OC	68%[activator]	?	288%[activator]	0%	-4%	2	1%	?	-14%
C=CCn1c(O)c(C(C)=NC2CCN(Cc3ccccc3)CC2)c(=O)[nH]c1=O	-2%	22%	102%[activator]	0%	2%	-6	-3%	0%	-29%
C[C@H](Cc1ccc2c(c1)OC(C(=O)O)(C(=O)O)O2)NC[C@H](O)c1cccc(Cl)c1	-11%	0%[56.9 µM]	/	-2%[57.1 µM]	/	/	4%[60.1 µM]	-4%&0%	-5%[57.1 µM]
O=c1c2ccccc2nc(/C=C\c2ccc(F)cc2)n1-c1ccccc1F	-9%	-1%	-6%	0%	-7%	-2	9%[60.1 µM]	/	-28%
CCN(CC)CCN=Cc1c(O)n(CCc2ccccc2)c(=O)[nH]c1=O	-16%	-5%[11.4 µM]	-18%	3%	-2%	-6	0%	-3%	-1%
Oc1ccccc1CN(CCc1ccccc1)Cc1ccccc1	44%[activator]	-3%	?	9%	0%	-10	3%	36%	-5%
COc1cc(OC)c(OC)cc1/C=C1\C(=O)NC(=O)N(Cc2ccccc2)C1=O	-6%	?	?	11%	5%	6	-10%	-2%	-11%
CC(=NC1CCN(Cc2ccccc2)CC1)c1c(O)n(C)c(=O)n(C)c1=O	-8%	-4%	?	1%	-1%	0	-13%	2%	-9%
CC(C)CCN1CCN(Cc2c(F)cccc2Cl)CC1CCO (stereo not given)	-4%	20%	-5%	17%	3%	-4	-2%	3%	-8%
C[C@]12CCC3C(CC[C@H]4C[C@@H](O)CC[C@]34C)C1CC[C@@H]2OC(=O)[C@H](N)CCCCN (stereo not given in full)	/	-28%	-4%	/	-1%	-3	0%	-6%	-4%
CCOP(=O)(Cc1ccc(C(=O)CC)o1)OCC	0%	18%	-4%	-16%	0%	-4	-14%	1%	-4%
CCN(CC)CCO	/	1%	-18%	/	-9%	-6	-2%	13%&5%	-10%
O=C(CN1CCOCC1)Nc1ccc(Br)cc1C(=O)c1ccccc1	-1%	29%	10%	1%	/	-3	-15%	13%	1%
c1ccc(CN2CCN(Cc3ccc4c(c3)OCCO4)CC2)cc1	-7%	6%	?	39%	3%	-4	-9%	1%	0%
COc1ccc(-c2nc3ccccc3c(=O)n2-c2nccs2)cc1	-15%	-28%	-14%	3%	2%	0	-15%	-2%	-5%
COc1ccccc1[As](=O)(O)CC(O)COc1ccc(Cl)cc1Cl (stereo not given)	25%	/	-7%	-9%	/	/	/	51%[activator]	/
COc1ccc(NP2(=O)NCCCN2)cc1	/	0%	0%	/	-11%	0	3%	/	-5%
Cc1cc(C(=O)OCC(=O)Nc2cccc(F)c2)c(C)n1C1CC1	/	6%	-9%&7%	/	17%	-2&0	-3%	-16%	-17%
OC(c1ccncc1)(c1ccc(F)cc1)c1ccc(F)cc1	0%	-2%	-8%	-13%	-3%	-2	-10%	-1%	-3%
CN1CCN(c2cc(N3CCCCCC3)c(F)cc2[N+](=O)[O-])CC1	-10%	38%	?	11%	-12%	-11	-12%	1%	1%
CN1CC=C(c2c[nH]c3ccccc23)CC1	-12%	21%	-1%	?	-2%	-9	-11%	-8%	-17%
CCCCCCC(=O)N/N=C/c1c(O)n(C2CC2)c(=S)[nH]c1=O	?	7%	2%	-19%	-14%	3	-1%	-2%	-8%
Cc1ccccc1-n1nc(C)c2c1NC(=O)CSC2c1ccc(N(C)C)cc1 (stereo not given)	?	1%	?	1%	-1%	5	7%	/	/
CC(=O)c1ccc(OC(NC(=O)c2ccco2)C(Cl)(Cl)Cl)cc1 (stereo not given)	?	-14%	6%	2%	/	3	-8%	-2%	-1%
CN(C)c1ccc(NC(=O)c2sc3nc4c(cc3c2N)N2CCC4CC2)cc1	-8%	13%	-14%	-1%	9%	3	-13%	/	-8%
COc1cc(/C=C/c2nc3ccccc3c(=O)n2-c2cccc(O)c2)ccc1O	32%[activator]	-28%	0%	?	8%	-13	?	?	?
CC1CCCCN1CCNS(=O)(=O)c1ccc2c(c1)oc(=O)n2C (stereo not given)	2%	-7%	-22%	-1%	-4%	2	-12%	-7%	?
O=C(OCc1ccc(Cl)c(Cl)c1)c1ccccn1	?	30%	-2%	-3%	-2%	-3	-8%	0%	-8%
CN1CCN(c2cc(N3CCCC3)c([N+](=O)[O-])cc2F)CC1	-21%	-39%	13%	19%	-7%	8	-8%	0%	-8%
CCOC(=O)c1c(N)n(Cc2ccc(OC)cc2)c2nc3ccccc3nc12	352%[activator]	/	-5%	4%	/	/	/	-3%	/
COc1ccc(-n2nc(C(=O)NCC(=O)N3CCC4(CC3)OCCO4)c3ccccc3c2=O)cc1Cl	-15%	5%	13%	1%	-5%	-6	-5%	38%	-13%
OCCNCCc1c[nH]c2ccc(OCc3ccccc3)cc12	-13%	-23%	-19%	?	-5%	-2	-1%	9%	-20%
Cn1c(=O)cc(OCC(=O)N2CCC3(CC2)OCCO3)c2ccccc21	-10%	-14%	-28%	-11%	0%	3	3%	-7%	-11%
Nc1cc(C(=O)Nc2ccc(Cl)cc2)ccc1N1CC2CC(C1)c1cccc(=O)n1C2 (stereo not given)	-10%	-23%[56.9 µM]	?	0%	6%	-9	-10%	-17%	-12%
C#CC1(O)CCC2C3CCC4=C/C(=N/OCC(=O)NCC(=O)NC(C(=O)O)C(C)C)CC[C@]4(C)C3CC[C@@]21C (stereo not given in full)	7%	49%	?	46%	-1%	-6	-18%[60.1 µM]	-7%	-11%
CN1CCN(c2ccc(C(N)=O)cc2[N+](=O)[O-])CC1	-9%	-16%	-11%	47%	9%	1	-3%	6%	-12%
CC(C)c1onc(C(=O)N2CCC3(CC2)OCCO3)c1[N+](=O)[O-]	-2%	-5%	-5%	-20%	-15%	0	-10%	75%[activator]	-4%
COC(=O)C1=C(c2cccc(OCc3ccccc3)c2)C[C@@H]2CC[C@H]1N2C(=O)NCc1ccc(Br)cc1	/	-17%	?	/	14%	-8	0%	-12%	-15%
COc1cc(OC)c(OC)cc1CNCCc1ccc2c(c1)OCO2	-5%	3%	?	?	-2%	-8	13%	-5%	-12%
CN1C[C@@H](CO)C=C2c3cccc4[nH]cc(c34)CC21 (stereo not given in full)	0%	8%	/	/	/	/	9%	19%&-10%	/
FC(F)(F)c1cccc(NC2=NCCCS2)c1	?	15%	2%	6%	-2%	-9	0%	13%	-8%
NCCCP(=O)(O)CC1CCCCC1	-8%	?	4%	/	/	/	3%&-7%[19.4 µM]	18%&-2%	/
COc1cccc(N2C(=O)/C(=C/c3ccc(C)o3)C(=O)NC2=S)c1	3%	?	10µM*	45µM*	-3%	1	-10%	34%	13µM*
COc1ccc2ccccc2c1CNCCc1ccccc1	-6%	2%	?	?	1%	-13	-6%	1%	-5%
C[C@@]12N[C@@H](Cc3ccccc31)c1ccccc12	/	-12%&-8%	-7%&-2%	/	-9%&-15%	-10&-7	-11%&-3%	/	-7%&-18%
Cc1[nH]nc2c1C1(CCC(c3ccccc3)CC1)C(C#N)=C(N)O2 (stereo not given)	-6%	-34%	?	-1%	3%	8	-2%	17%	-12%
Cc1c(N=Cc2c(O)n(Cc3ccc(F)cc3)c(=O)[nH]c2=O)c(=O)n(-c2ccccc2)n1C	-3%	-27%	-5%	6%	-6%	0	-4%	3%	-4%

Some of the compounds tested; the hit share may differ from the screen's.
